Assay outcomes from PubChem.
MEP2-GFP yeast: modulators of TOR pathway MEP2-GFP in S. cerevisiae; S. cerevisiae MEP2-GFP strain, flow cytometry GFP, 3 h; 100% = DMSO control level; GFP response vs DMSO, % at 10 µM; hit rate 0.51% among 330,000; AID 2016;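 active means GFP response versus DMSO above a set limit, roughly screen mean plus 3 SD, cut at about 180% in these data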;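 further: median GFP fluorescence of the barcode-gated MEP2-GFP cells per well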
VLA-4 inh: inhibition in a human VLA-4 binding assay; P13612; VLA-4 expressing cells, ligand binding flow cytometry; inhibition, % (about 7 µM as worked out from the volumes in the protocol); hit rate 0.2% among 330,000; AID 2557; in the data active means inhibition above about 50%
RPL19A TOR yeast: yeast TOR pathway RPL19A-GFP modulation. S. cerevisiae RPL19A-GFP strain, flow cytometry, 3 h; stronger effect = lower value. hit rate 0.3% among 330,000. percent response vs DMSO, % at 10 µM;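 active means percent response vs DMSO below 50%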;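 further: median channel GFP fluorescence of the barcoded RPL19A-GFP strain; ratio of sample median GFP to plate DMSO average so 100% = DMSO; lower means less RPL19A-GFP as with rapamycin TOR inhibition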
CIT2 TOR yeast: modulators of TOR pathway CIT2-GFP in S. cerevisiae. S. cerevisiae CIT2-GFP strain, flow cytometry, 3 h; 100 means same as DMSO wells. GFP response vs DMSO, % at 10 µM. hit rate 0.065% among 320,000;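 active means GFP response relative to DMSO above a set limit, near the screen mean plus 3 SD, cut at about 150% in these data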;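 further: ratio of well median GFP fluorescence to mean of DMSO wells on the plate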
GRK2 aptamer HTS: blocks RNA aptamer binding to human GRK2; hit rate 0.59% among 330,000; bead flow cytometry, FAM-aptamer displacement from GRK2; P25098; AID 488847; inhibition of aptamer binding, % at 10 µM;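 active means inhibition of aptamer binding above 40%, roughly 3 SD of noise, on plates passing a quality check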;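 further: median bead fluorescence of bound FAM aptamer so fluorescent compounds give negative values; no value below 0 was filed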
Target sequence (P25098 whole entry, looked up): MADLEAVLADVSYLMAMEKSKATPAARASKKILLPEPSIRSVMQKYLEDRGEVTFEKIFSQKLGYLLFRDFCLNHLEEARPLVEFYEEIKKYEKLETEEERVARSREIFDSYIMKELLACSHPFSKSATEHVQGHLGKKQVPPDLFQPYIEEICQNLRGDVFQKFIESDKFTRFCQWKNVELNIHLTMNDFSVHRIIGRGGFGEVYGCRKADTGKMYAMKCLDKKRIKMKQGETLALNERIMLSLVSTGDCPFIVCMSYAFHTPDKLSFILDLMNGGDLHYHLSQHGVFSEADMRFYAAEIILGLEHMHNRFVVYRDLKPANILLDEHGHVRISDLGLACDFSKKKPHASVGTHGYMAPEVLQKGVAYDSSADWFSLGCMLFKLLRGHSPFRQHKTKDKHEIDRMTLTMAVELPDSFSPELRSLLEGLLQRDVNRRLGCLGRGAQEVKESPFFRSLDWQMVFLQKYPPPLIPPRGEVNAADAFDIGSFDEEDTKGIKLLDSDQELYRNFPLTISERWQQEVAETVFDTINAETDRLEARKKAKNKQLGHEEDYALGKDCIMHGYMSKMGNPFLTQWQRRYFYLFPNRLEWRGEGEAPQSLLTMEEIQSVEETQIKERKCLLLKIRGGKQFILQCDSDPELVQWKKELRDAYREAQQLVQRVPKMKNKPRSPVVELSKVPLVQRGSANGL
Yeast superoxide: yeast age-related superoxide inhibition as caloric restriction mimetic. hit rate 0.18% among 330,000. superoxide response (% of plate mean), % at 10 µM. S. cerevisiae aged cells, superoxide DHE fluorescence; stronger effect = lower value;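 active means superoxide response under a set limit, about three screen SD below normal, cut at about 65% in these data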;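 further: yeast aged for seven days with compound at 30 °C before DHE staining; 100% = average MFI of all compound-treated wells on the plate with controls excluded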
AGP1-GFP MLPCN: modulators of TOR pathway AGP1-GFP in S. cerevisiae | hit rate 0.02% among 320,000 | S. cerevisiae AGP1-GFP multiplex flow cytometry, 3 h; GFP as percent of DMSO wells | GFP response vs DMSO, % at 10 µM;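 active means GFP response relative to DMSO above a set limit, near screen average plus 3 SD, cut at about 150% in these data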;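 further: median GFP channel fluorescence of the gated AGP1 strain per well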
LAP4-GFP MLPCN: yeast TOR pathway LAP4-GFP modulation. S. cerevisiae LAP4-GFP multiplex, flow cytometry GFP, 3 h; median GFP as percent of DMSO wells. AID 2023. hit rate 0.34% among 320,000. GFP response vs DMSO, % at 10 µM;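 active means GFP response vs DMSO above a set limit, about the screen mean plus 3 SD, cut at about 150% in these data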
* marks the source's active call; other numbers are inactive results; x = not tested or not shown.

SMILES	MEP2-GFP yeast	VLA-4 inh	RPL19A TOR yeast	CIT2 TOR yeast	GRK2 aptamer HTS	Yeast superoxide	AGP1-GFP MLPCN	LAP4-GFP MLPCN
O=C(Oc1cccc(N2C(=O)CCC2=O)c1)C1CC(=O)N(c2ccc(F)cc2)C1 (stereo unspecified)	107.6	5.6	94.1	104.2	13.0	117.5	96.2	92.8
Cc1cc(C)c(S(=O)(=O)c2c(C)cccc2C)c(OCC(C)C)n1	93.8	4.4	103.4	99.9	0.0	89.6	100.6	82.0
N#Cc1ccccc1NC(=O)C(=O)NCCCN1CCCC1=O	104.0	-30.4	100.8	100.4	0.0	102.3	99.6	103.3
Cc1ccc(NC(=O)NCCN2CCCCC2)cc1	102.4	20.6	103.4	101.7	1.0	99.8	99.8	92.1
CC(=O)c1sc(-c2ccc(Cl)cc2)cc1N	94.7	-2.6	91.5	88.9	0.0	101.5	83.2	105.3
COc1cccc(NC(=O)CN2C(=O)CSc3ccc(S(=O)(=O)N4CCOCC4)cc32)c1	108.5	-3.4	99.4	107.9	0.0	89.5	105.3	101.5
COc1ccccc1-n1c(=O)[nH]c2c(C(N)=O)nc(-c3cccnc3)nc21	98.6	-14.0	99.6	106.7	0.0	100.2	92.3	91.5
CSc1ccc(CNC(=O)Cn2nc(C)c3c(C)n(-c4ccc(C)cc4)nc3c2=O)cc1	100.4	12.8	100.6	102.4	0.0	109.7	104.4	97.8
COc1cc(/C=N/NC(=O)c2cccc(C)c2)ccc1OCC(=O)Nc1ccccc1	101.0	-5.7	96.6	96.3	x	103.5	107.1	111.4
O=C(CCS(=O)(=O)Cc1ccccc1F)N1CCc2ccccc2C1	96.6	17.3	96.0	93.8	0.0	98.5	100.4	103.0
CCOc1ccc2nc(NCCO)[nH]c2c1	98.9	1.0	108.4	102.6	2.0	117.9	109.6	103.4
COc1ccc(OC)c(/C=N\NC(=O)c2c(C)nc3cc(C)ccn23)c1	108.8	1.8	111.1	108.9	2.0	88.5	103.2	92.4
O=C(COC(=O)CNC(=O)C12CC3CC(CC(C3)C1)C2)NC1CCS(=O)(=O)C1 (stereo unspecified)	107.6	3.7	103.8	106.8	3.0	95.0	104.4	88.3
Cc1ccc(CCNC(=O)C23CN(Cc4ccccc4)CC2C(c2cccc([N+](=O)[O-])c2)=NO3)cc1 (stereo unspecified)	92.5	11.5	101.9	88.8	0.0	107.9	92.8	97.8
COC(=O)C1CCN(CC(N)=O)CC1	125.4	13.7	95.3	96.2	0.0	88.5	97.2	101.1
COc1ccccc1C(=O)NC(CCSC)C(=O)N1CCC(Cc2ccccc2)CC1 (stereo unspecified)	97.2	2.9	93.0	79.6	0.0	97.8	94.9	96.0
CC1CCC(NC(=O)c2nc(Cn3ccc([N+](=O)[O-])n3)no2)CC1 (stereo unspecified)	105.5	-11.8	97.2	98.9	1.0	101.9	97.9	92.8
CS(=O)(=O)N(CC(=O)Nc1ccccc1C(=O)NCc1ccco1)c1ccccc1F	100.2	-3.8	102.3	101.0	2.0	100.7	108.7	98.3
N=c1n(CCN2CCCCC2)c2ccccc2n1CC(=O)c1cccs1	91.4	13.4	94.8	92.8	0.0	91.8	102.7	98.5
CCCC(=O)OC/C(O)=C(\C#N)c1nc2ccccc2[nH]1	117.8	-27.7	97.4	109.3	0.0	88.1	98.4	115.7
CC12CCC(C/C1=N\OC(=O)c1c(F)cccc1F)C2(C)C (stereo unspecified)	101.6	7.7	100.9	97.7	2.0	102.2	107.0	116.1
COc1ccc2c(c1OC)C(=O)OC2Nc1nc(-c2ccccc2)cs1 (stereo unspecified)	90.0	1.8	83.2	83.8	0.0	86.2	x	85.6
Cc1[nH]c2ccccc2c1C(=O)COC(=O)c1ccc([N+](=O)[O-])s1	123.6	41.5	62.4	94.8	1.0	117.3	19.2	68.6
C/C(=N\O)C1/C(=N/O)CC2C1C2(C)C (stereo unspecified)	105.2	9.9	100.1	98.3	2.0	96.8	104.0	103.1
C=CCn1c(=O)c(C(=O)NCc2ccc3c(c2)OCO3)c(O)c2cc(OC)c(OC)cc21	104.9	-11.2	105.7	107.0	0.0	102.5	105.5	98.8
(listing goes on)
SMILES	MEP2-GFP yeast	VLA-4 inh	RPL19A TOR yeast	CIT2 TOR yeast	GRK2 aptamer HTS	Yeast superoxide	AGP1-GFP MLPCN	LAP4-GFP MLPCN
O=C1CCCN1CC(O)CS(=O)(=O)c1ccc(Cl)cc1 (stereo unspecified)	99.4	4.3	94.5	89.5	0.0	88.3	97.1	97.3
N/C(Cc1ccc([N+](=O)[O-])cc1)=N\OC(=O)c1ccccc1F	109.7	-1.6	105.4	111.2	0.0	109.7	100.8	100.3
COc1ccc(CNC(=O)CC2C[C@H](C(=O)N3CCCCC3)[C@@]3(C)c4[nH]c5ccccc5c4CCN3C2=O)cc1OC (stereo partly specified)	84.7	32.6	90.4	104.6	0.0	108.5	87.6	87.2
CCOc1ccc(NC(=O)c2cc(C3CC3)nc3c2cnn3C(C)C)cc1OC	98.9	-8.5	96.3	106.2	0.0	73.8	100.0	101.1
Cc1ccc(NC(=O)Nc2cccs2)nc1	105.5	-4.1	96.5	96.8	0.0	97.1	99.3	106.7
CCOc1ccccc1Oc1c(C)oc2cc(OC(=O)c3ccco3)ccc2c1=O	102.5	-0.8	101.4	101.9	0.0	89.8	109.7	98.3
Cc1ccc(NC(=O)C(C)OC(=O)CSc2ccccc2)cc1 (stereo unspecified)	98.3	2.2	92.7	96.6	0.0	150.1	98.0	96.0
C[C@H](NC(=O)c1[nH]cnc1C(=O)Nc1ccc(CNC(=O)OC(C)(C)C)cc1)C(=O)OC(C)(C)C	89.3	11.0	95.7	84.8	0.0	96.2	78.3	122.3
Cc1ccc2nc(-c3ccc(SCC(=O)Nc4nnc(C)s4)nc3)[nH]c2c1	101.9	-1.8	100.3	89.3	0.0	109.4	94.8	104.3
CCOCCCNc1nc(-c2ccccc2)nc2ccccc12	108.2	14.7	100.9	97.7	0.0	106.7	96.2	95.4
COC(CNC(=O)c1ccc2c(c1)ncn2-c1ccc(C)cc1C)OC	96.1	18.6	95.9	114.3	1.0	95.4	95.0	87.0
CCCCC1=CC2=C(c3ccco3)C(=O)C(C)(OC(=O)c3ccc(OC)cc3)C(=O)C2=CN1CCc1ccccn1 (stereo unspecified)	93.7	-2.6	93.0	63.7	5.0	98.8	75.7	103.5
CC(C)CCn1c(C(C)O)nc2ccccc21 (stereo unspecified)	103.1	86.7*	97.9	101.5	0.0	97.6	97.8	97.8
CC(=O)N1CC(=O)N=C1SCC(=O)Nc1nc(C)c(-c2ccccc2)s1	114.5	2.3	97.5	104.6	4.0	92.6	102.8	107.3
COc1cc(C(=O)Nc2cc(C(F)(F)F)ccc2N2CCOCC2)ccc1OCC(=O)N1CCOCC1	89.4	14.2	96.0	96.5	3.0	97.9	102.2	102.1
COc1ccc(Cc2nnc(N=Nc3c(O)[nH]c4ccc(Br)cc34)[nH]c2=O)cc1	102.2	-4.0	104.8	96.9	0.0	89.6	102.7	102.6
Cn1c(SCC2CCCO2)nnc1-c1ccncc1 (stereo unspecified)	101.0	x	99.9	99.6	1.0	102.9	102.1	103.8
O=C1C=C(c2ccc(F)nc2)C[C@@H](c2ccc3c(c2)OCO3)C1	95.0	16.5	96.3	96.8	2.0	93.6	97.2	110.5
CCOC(=O)c1c(C)[nH]c(C)c1S(=O)(=O)N1CCN(C(=O)c2ccco2)CC1	93.1	6.4	91.4	98.7	2.0	114.0	92.8	91.5
C[C@@H]1CN([C@H](C)CO)C(=O)Cc2cc(NC(=O)Nc3ccccc3)ccc2O[C@@H]1CN(C)Cc1ccc2c(c1)OCO2	97.2	-0.2	93.2	88.8	0.0	109.8	92.5	93.7
O=C(CNC(=O)c1ccc(Br)o1)NCC1CCCCC1	100.5	45.4	93.3	92.8	0.0	123.5	103.5	105.1
Cc1cc(C(=O)COC(=O)c2ccccc2Br)c(C)n1CC1CCCO1 (stereo unspecified)	101.8	3.1	97.7	85.9	2.0	96.8	98.4	97.3
COc1cc(-c2cc(N)n(S(=O)(=O)c3ccc(F)cc3)n2)cc(OC)c1OC	98.8	5.7	99.9	101.8	0.0	95.7	103.8	100.6
CC(CC(=O)Nc1ccc(F)cc1)S(=O)(=O)c1ccc2c(c1)NC(=O)CO2 (stereo unspecified)	113.1	-9.6	101.4	100.3	4.0	104.2	100.8	98.7
N#CCc1nc(CSc2nc3ccccc3s2)cs1	114.1	-11.2	103.7	95.0	0.0	87.8	102.4	114.3
The results go on:
SMILES	MEP2-GFP yeast	VLA-4 inh	RPL19A TOR yeast	CIT2 TOR yeast	GRK2 aptamer HTS	Yeast superoxide	AGP1-GFP MLPCN	LAP4-GFP MLPCN
Cc1cc(C)nc(SCc2nnc(SCC(=O)Nc3c(C)cccc3C)o2)n1	104.4	2.2	108.9	114.6	0.0	112.2	110.8	102.5
COC(=O)C(Cc1ccccc1)NS(=O)(=O)c1ccc(F)cc1Br (stereo unspecified)	93.7	-2.6	99.0	89.7	0.0	97.3	90.0	105.5
O=C(COC(=O)c1ccccc1)Nc1cccc(S(=O)(=O)N2CCOCC2)c1	98.5	1.4	100.0	98.9	1.0	106.7	105.5	112.6
CSc1nc(=S)c2[nH]c(=S)[nH]c2[nH]1	107.1	-0.5	111.7	93.5	1.0	94.9	104.4	94.2
CCSc1nnc(NC(=O)Cn2cnc3ccccc3c2=O)s1	102.5	0.0	100.5	98.4	1.0	99.4	106.8	103.4
Cc1ccc2cc(C=O)c(N(C)C)nc2c1	100.4	-11.3	101.7	92.8	3.0	82.5	94.9	95.7
CCN1C(=O)N(c2cccc3ccccc23)C(C)=CC1(C)C	86.1	25.9	84.5	97.4	0.0	66.7	89.6	82.8
CC(C)CCn1c(N2CCc3ccccc3C2)nc2c1c(=O)[nH]c(=O)n2C	90.5	-4.0	103.4	100.3	3.0	95.2	101.3	92.5
O=C(O)COc1ccc(/C=C/C(=O)c2ccc(C3CCCCC3)cc2)cc1	104.9	-7.4	106.7	96.1	2.0	109.6	95.8	94.8
C=CCN1C(=O)C(CC(=O)O)SC1=Nc1cccc([N+](=O)[O-])c1 (stereo unspecified)	100.3	4.0	95.8	109.2	0.0	96.9	104.0	105.6
Cc1ccc(C(C)C)c(OCC(=O)NN=C2CCCCCCC2)c1	104.3	0.0	97.0	92.5	0.0	89.5	91.7	99.6
CCOc1cc(/C=N/n2c(C)nc3ccccc3c2=O)ccc1O	109.5	-3.4	107.0	124.3	0.0	94.2	99.4	88.1
COc1ccc(NC(=O)c2nc3nc(C)cc(C(F)F)n3n2)cc1OC	100.3	11.7	98.6	97.2	1.0	108.2	98.2	101.8
Cc1ccccc1N(CC(=O)N1CCCCCC1)S(C)(=O)=O	84.1	5.4	93.3	94.5	1.0	94.0	87.9	80.6
O=C(c1cccs1)N1CCN(S(=O)(=O)N2CCOCC2)CC1	103.8	0.0	98.8	98.5	4.0	109.2	98.6	102.0
COc1cc(NC(=O)c2ccc3c(c2)C(=O)N(CCC(C)C)C3=O)c(C(=O)O)cc1OC	109.9	0.8	100.8	98.7	0.0	105.6	96.0	93.4
